# Shiga toxin inh: Shiga toxin inhibition. Vero cells, Shiga toxin protein synthesis inhibition reporter. inhibition, % at 38.7 µM. 290,000 compounds, 9.2% hits; in the data active = inhibition mostly above about 28%, no sharp cut-off; inactive = mostly below about 43%; note: 0% is about no effect
# LmPK inhibitor: blocks Leishmania mexicana pyruvate kinase activity; Q27686; purified LmPK, Kinase-Glo ATP luminescence, 1 h; Potency, µM (top dose mostly 57.5 µM), for the others: at the highest dose activity change, negative = inhibition, actives largely listed as inhibitors; 290,000 compounds, 0.37% hits; note: potency is the fitted concentration of half-maximal effect; % is set by controls: 0 for no effect and ±100 for the full control effect
# Target sequence (Q27686 whole entry, looked up): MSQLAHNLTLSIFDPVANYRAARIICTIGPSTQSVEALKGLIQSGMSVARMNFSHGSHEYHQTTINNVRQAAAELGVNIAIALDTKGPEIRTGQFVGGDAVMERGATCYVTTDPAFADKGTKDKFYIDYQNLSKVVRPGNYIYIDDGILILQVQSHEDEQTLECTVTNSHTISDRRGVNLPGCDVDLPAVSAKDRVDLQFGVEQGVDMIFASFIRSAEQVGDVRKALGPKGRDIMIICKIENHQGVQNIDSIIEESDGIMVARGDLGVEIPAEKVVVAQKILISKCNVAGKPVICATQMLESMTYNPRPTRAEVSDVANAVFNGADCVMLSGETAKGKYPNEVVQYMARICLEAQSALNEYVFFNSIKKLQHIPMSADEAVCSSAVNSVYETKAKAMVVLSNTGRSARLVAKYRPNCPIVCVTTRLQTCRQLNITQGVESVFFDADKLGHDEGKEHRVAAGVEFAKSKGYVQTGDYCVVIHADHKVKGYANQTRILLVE
#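 Pyruvate kinase activity monitored as ATP production (luciferase luminescence). Conditions: 0.1 nM enzyme, 0.5 mM PEP, 0.1 mM ADP, 1 h, RT; normalized against uninhibited and no-enzyme wells.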
# AMA1-RON2 inh: inhibitors of Plasmodium falciparum AMA1-RON2 interaction; AlphaScreen AMA1-biotinylated RON2 peptide binding; Potency, µM (series often up to 58.2 µM), without a hit: at the highest dose activity change, negative = inhibition, actives largely listed as inhibitors; AID 720542; 360,000 compounds, 0.2% hits;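 note: potency is the fitted concentration of half-maximal effect; 0% = vehicle wells and -100% = peptide control; nearly all actives have a fitted effect of over 45% in size; some results filed as inactive show a strong effect at the top dose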
#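 AMA1 (3D7) with his tag at 25 nM final met compounds first, then biotinylated RON2 peptide at 25 nM; detection used donor plus acceptor beads, 10 µg/mL apiece, read by AlphaScreen after 30 min at room temperature.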
# Tb PYK inh: inhibitors of Trypanosoma brucei pyruvate kinase | 410,000 compounds, 0.12% hits | AID 624173 | Potency, µM (highest dose often 76.8 µM), for inactives: at the top dose activity, negative = inhibition, hits mostly inhibitors | TbPYK enzyme, Kinase-Glo Plus ATP luminescence, 45 min | Q57TT1; note: potency is the fitted concentration of half-maximal effect; % is set by controls: 0 for no effect and ±100 for the full control effect; nearly all actives have a fitted effect of over 50% in size
#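 ADP (130 uM final) triggers the TbPYK reaction after compound addition; incubation is 45 min at room temperature. Kinase-Glo Plus is then added and luminescence imaged. Normalized data are fitted to concentration-effect curves.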
# Pf growth 48h: P. falciparum growth inhibition at 48 hours (one generation); AID 504832; 310,000 compounds, 5.9% hits; P. falciparum luciferase growth in erythrocytes, 48 h; Potency, µM (titrated, usually from 28.7 µM), inactives show at the highest dose activity change, negative = inhibition, usual class: inhibitors; note: potency is the fitted concentration of half-maximal effect; % is set by controls: 0 for no effect and ±100 for the full control effect
#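 Read-out is firefly luciferase luminescence from an integrated reporter in P. falciparum, so falling signal marks reduced parasite growth. Infected erythrocytes were at 2% hematocrit and 0.1% parasitemia (final) in Albumax-supplemented RPMI 1640.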
# CHX counter: counter-screen for Shiga toxin inhibitors: cycloheximide protein synthesis inhibition. cell reporter, cycloheximide protein synthesis inhibition counterscreen. max response, %. 300,000 compounds, 12% hits; in the data active = max response mostly above about 13%, no sharp cut-off; inactive = mostly below about 14%; note: read at 38.3 µM for the half of the compounds with a filed dose; 0% is about no effect
# Pf growth 96h: P. falciparum growth inhibition at 96 hours; P. falciparum luciferase reporter growth, 96 h; Potency, µM (series often up to 28.7 µM), for inactives: at the highest dose activity change, negative = inhibition, actives largely listed as inhibitors; 320,000 compounds, 6.9% hits; AID 504834; note: potency is the fitted concentration of half-maximal effect; % is set by controls: 0 for no effect and ±100 for the full control effect
#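 Readout is luminescence from an integrated firefly luciferase in P. falciparum. Red cells, 2% hematocrit and 0.05% parasitemia final, were cultured with compound through two parasite generations (96 hours) at 37 C, 5% CO2.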
# Numbers without * were called inactive; u = inconclusive; x = not tested or not shown; [ ] = another dose, or the depositor's remark. Unless noted, calls come from the whole dose curve; as a rule, active = well fitted curve in the direction sought with a large enough effect; inconclusive = small, poorly fitted or top-dose-only effect, or another doubt; inactive = no such curve, though single readings can be large; an effect the other way counts as inactive or inconclusive. The order is random; 21% or so of the library scored in one or more.
SMILES,Shiga toxin inh,LmPK inhibitor,AMA1-RON2 inh,Tb PYK inh,Pf growth 48h,CHX counter,Pf growth 96h
COc1ccc(CCNC(=O)C(=O)NCC2CCCN2S(=O)(=O)c2ccccc2)cc1 (centres undefined),x,x,-8.7%,3.5%,-38.1%,x,11.7µM*
O=c1ccc2cc(S(=O)(=O)NCCCc3ccccc3)ccc2[nH]1,3.6,-2.6%,1.6%,1.2%,-2.3%,0.8,37.4%[activator]
N#C/C(=C(/O)C(Cl)(Cl)Cl)c1nc2ccccc2[nH]1,17.6,-11.6%,56.8%[activator],-1.7%,12.9%,12.7*,35.0%[activator]
COc1ccc(NC(=S)N2CCC(c3ccc(C)cc3)C2)cc1 (centres undefined),41.1,-3.0%,-7.2%,-17.1%,31.7%[activator],14.3*,18.1%
Cc1cccc(C)c1N1CCN(C(=O)c2ccc3c(c2)OCO3)CC1,7.8,1.5%,-13.8%,-2.7%,-21.9%,2.2,u
C[C@@H](O)[C@@H]1NC(=O)c2cc([N+](=O)[O-])cc(I)c2NCC[C@@H](C(N)=O)NC(=O)CNC1=O,-10.5,-4.0%,19.1%,1.7%,19.0%,-2.1,1.4%
CC1CC(Nc2ccccc2)=NC1(C)C (centres undefined),16.9,-1.0%,5.9%,2.7%,-1.9%,7.3,-10.6%
CN(C(=O)CSc1nc2ccccc2[nH]1)C1CCS(=O)(=O)C1 (centres undefined),x,x,-1.7%,-6.2%,-2.5%,x,21.8%
O=C(O)C1=CC2c3ccccc3C1c1ccccc12,-14.2,4.4%,-19.0%,-20.9%,5.9%,-2.3,10.4µM*
C[C@@H]1C=C[C@](Cc2ccccc2)(C(=O)NCC2CC2)N1C(=O)c1ccccc1,172.7*,2.3%,5.0%,-2.8%,22.9%,70.3*,u
CC(C)(C)NC(=O)COc1ccc(CNCc2cccs2)cc1,-4.2,2.5%,3.7%,-17.2%,1.3%,-5.0,u
O=C(c1ccc(Cl)s1)N1CCOCC1,-8.0,3.8%,1.1%,-2.6%,14.0%,-2.2,-14.4%
CCOC(=O)c1ccc(NC(=O)C(CC)(CC)C(=O)OCC)cc1,-10.3,8.7%,-6.9%,-0.1%,8.28µM*,-5.1,x
COc1ccccc1NS(=O)(=O)c1ccc(C(=O)NCCCN2CCOCC2)cc1,x,x,-21.1%,6.0%,-18.1%,x,u
Cc1cccc(-n2c(SCC(=O)NCC3CCCO3)nc3ccccc3c2=O)c1C (centres undefined),x,x,19.7%,1.0%,u,x,-44.3%
COc1cc(/C=N/NC(=O)c2cccnc2)ccc1OCC(=O)Nc1ccc(C)cc1,21.0,-4.2%,27.5%,-4.6%,23.3%,21.1*,71.5%[activator]
Cc1cc(C(F)(F)F)nn1CC(=O)N(C)c1ccccc1,-13.4,6.7%,-8.1%,1.1%,12.8%,-3.9,36.4%[activator]
COc1ccc(-c2csc(NC(=O)C3=COCCO3)n2)cc1OC,x,x,-14.0%,1.4%,40.0%[activator],x,38.0%[activator]
COC(=O)c1cn(C(=O)c2ccc(Br)o2)c2ccccc12,1.6,-0.2%,2.1%,-9.1%,7.5%,-2.4,14.7%
COc1cccc(C2=NN(S(C)(=O)=O)C(c3cccs3)C2)c1 (centres undefined),40.4*,-0.9%,-6.0%,0.3%,78.8%[activator],34.9*,u
CC(C)c1ccc(O)c(NC(=S)NC(=O)CCc2ccccc2)c1,15.1,1.1%,33.4%[activator],0.4%,6.2%,-0.3,u
Cc1nc(N2CCCC2)c2nnn(Cc3ccccc3Cl)c2n1,14.3,-0.2%,26.0%,3.5%,19.5%,2.0,34.1%[activator]
CCOc1cc(C(=O)NCCOC)cc(OCC)c1OCC,-8.4,0.3%,15.0%,-3.8%,8.4%,-2.2,54.4%[activator]
CC1CCN(CC(=O)c2ccc3c(c2)OCCO3)CC1,20.9,-5.5%,25.0%,0.9%,297.8%[activator],8.5,284.5%[activator]
O=C(NCCc1ccc(Cl)cc1)C1=CC=CN2CCS(=O)(=O)N=C12,x,x,-10.8%,-12.4%,-14.0%,x,-29.8%

# The list goes on, starting with the last four of the part before.
SMILES,Shiga toxin inh,LmPK inhibitor,AMA1-RON2 inh,Tb PYK inh,Pf growth 48h,CHX counter,Pf growth 96h
Cc1nc(N2CCCC2)c2nnn(Cc3ccccc3Cl)c2n1,14.3,-0.2%,26.0%,3.5%,19.5%,2.0,34.1%[activator]
CCOc1cc(C(=O)NCCOC)cc(OCC)c1OCC,-8.4,0.3%,15.0%,-3.8%,8.4%,-2.2,54.4%[activator]
CC1CCN(CC(=O)c2ccc3c(c2)OCCO3)CC1,20.9,-5.5%,25.0%,0.9%,297.8%[activator],8.5,284.5%[activator]
O=C(NCCc1ccc(Cl)cc1)C1=CC=CN2CCS(=O)(=O)N=C12,x,x,-10.8%,-12.4%,-14.0%,x,-29.8%
Cc1nnc(NC(=O)C2CCN(S(=O)(=O)c3ccc(Cl)cc3)CC2)s1,-6.7,0.2%,2.3%,4.0%,-1.7%,2.3,10.5%
O=C(CSCc1ccccc1Br)Nc1ccccc1,17.8,-7.7%,-6.2%,6.9%,-15.8%,26.6*,u
Cc1csc(SCCn2c(N3CCN(c4ccccc4)CC3)nc3c2c(=O)[nH]c(=O)n3C)n1,-19.3,3.7%,-1.5%,2.0%,u,-4.9,u
O=C(N/C(=C/c1ccco1)C(=O)N1CCOCC1)c1cccs1,2.0,3.5%,1.3%,-0.1%,1.8%,-0.3,24.3%
CCc1nc(Sc2nnnn2-c2ccccc2)c2c3c(sc2n1)CCCC3,-6.4,0.1%,14.6%,0.4%,11.7µM*,1.1,u
Oc1ccccc1N=Cc1sc2ccccc2c1Cl,29.3*,0.8%,-1.3%,8.3%,u,40.0*,u
O=C(Oc1ccc(N(Cc2cccs2)C2=NS(=O)(=O)c3ccccc32)cc1)c1ccccc1F,-6.3,8.1%,1.2%,x,-14.4%,-1.2,x
Cn1c(NCCCO)nc2ccccc21,-14.9,-1.1%,2.0%,x,x,-3.9,14.8%
c1ccc(N2CCN(c3ncnc4sc5c(c34)CCC5)CC2)cc1,-7.9,2.5%,-9.7%,-12.4%,u,-1.7,11.0%
C[C@H](NC(=O)C1CC(=O)N(c2ccc3c(c2)OCO3)C1)C(=O)NC1CCCCC1 (some centres undefined),-4.7,-5.7%,15.4%,-29.0%,14.1%,-2.4,21.1%
CCCc1cc(=O)[nH]c2nnc(SCC(=O)Nc3nnc(CC)s3)n12,x,x,4.5%,0.8%,u,x,u
CC(=O)c1ccc(N2CCN(C(=O)/C=C/c3ccc(S(=O)(=O)N4CCOCC4)cc3)CC2)cc1,-17.3,-1.1%,-16.8%,0.5%,u,-4.5,u
N#CCc1ccc(NC(=O)c2ccc(CN3CCc4ccccc4C3)cc2)cc1,-4.9,0.1%,0.8%,1.9%,u,-1.5,8.28µM*
Cc1cc(C)n(CC(O)COCc2ccccc2)n1 (centres undefined),23.2,2.7%,-0.1%,-11.2%,6.0%,-1.9,11.7µM*
O=C(/C(=C\c1ccccc1)c1nc2ccccc2[nH]1)c1ccc(Cl)cc1,21.0*,5.0%,59.4%[activator],-6.0%,u,18.9*,u
COC(=O)c1ccc(NC(C)=O)o1,-19.9,-4.0%,-5.0%,-0.1%,-4.8%,-2.9,29.7%
COc1ccc(O)c(C(=O)CC(=O)c2ccc(F)cc2)c1,51.2,-10.6%,35.3%[activator],1.3%,x,20.4*,4.6%
COc1ccc(-c2c(C#Cc3ccccc3)c3ccccc3n2C)cc1,43.7*,-1.3%,11.5%,-6.8%,u,40.0*,6.57µM*
CN(C)C1NC(=O)c2cc(-c3ccccc3)sc2N1 (centres undefined),30.6,2.4%,1.7%,1.3%,124.7%[activator],16.7*,5.5%
CSCC[C@H](NC(=O)[C@H]1CC[C@H](CNC(=O)[C@@H](N)Cc2ccccc2)CC1)C(=O)O,2.0,-3.2%,-4.5%,-2.5%,23.5%,-3.3,-1.2%
O=C(Nc1ccc(Cl)c(S(=O)(=O)N2CCOCC2)c1)c1ccccn1,23.2,-1.4%,-22.5%,-0.5%,-20.3%,0.7,-24.4%
O=C(CSc1nncs1)Nc1cc(-c2ccccc2)nn1-c1ccccc1,-6.8,2.0%,-20.7%[2.32 µM],1.2%,16.3%,-2.3,-5.5%
CS(=O)(=O)Nc1ccc(C2=NN(C(=O)C3CCCCC3)C(c3cccs3)C2)cc1 (centres undefined),-8.1,0.5%,12.0%,-2.7%,u,-1.5,u
CCOC(=O)N1CCN(C(=O)c2cccc(S(=O)(=O)Nc3ccc(Br)cc3)c2)CC1,x,x,-14.0%,-7.2%,u,x,u
CC(C)Cc1nc2sc3c(=O)n(N)cnc3c2c2c1COC(C)(C)C2,-11.2,-0.3%,2.9%,3.1%,-4.5%,-2.8,-2.8%
# (more compounds)
SMILES,Shiga toxin inh,LmPK inhibitor,AMA1-RON2 inh,Tb PYK inh,Pf growth 48h,CHX counter,Pf growth 96h
O=C(NCc1ccccc1F)C1CCCN1S(=O)(=O)c1ccc(F)cc1 (centres undefined),6.5,2.2%,-18.9%,0.0%,-11.3%,0.4,9.6%
CCOC(=O)C(C)Sc1ncc(OC)c(=O)[nH]1 (centres undefined),13.8,-1.6%,-7.2%,1.1%,-5.3%,-1.8,7.8%
Cc1ccc(S(=O)(=O)N(Cc2cccc(C(F)(F)F)c2)C(=O)N2CCN(C)CC2)cc1,x,x,-1.8%,-4.2%,-15.5%,x,24.6%
COc1ccc(CNC(=O)[C@H](C)NC(=O)C2CCN(S(=O)(=O)c3ccc(F)cc3)CC2)cc1,11.6,0.2%,-4.5%,3.7%,0.0%,2.2,20.1%
O=C(Nc1cccc(F)c1)Nc1ccc2c(c1)CCC2,80.0*,4.1%,0.0%,-0.2%,-7.6%,24.5*,1.65µM*
Cc1ccc(OCCNC(=O)CN2C(=O)NC3(CCCC3)C2=O)cc1,x,x,1.6%,-1.3%,u,x,5.6%
O=C(CSC1=NS(=O)(=O)c2cc(F)ccc2N1)NCCc1ccccc1,x,x,-15.8%,-4.3%,3.9%,x,10.5%
CC[C@H](C)/C=C(C)/C=C/C(=O)Cc1cc(O)c(C)c(O)c1C=O,-4.2,0.2%,-10.9%,0.0%,u,1.7,u
CC(=O)Nc1ccc(NC(=O)CSc2ccc(-c3cccnc3)nn2)cc1,-3.0,-9.2%,-9.5%,-10.5%,u,1.2,u
NC(=O)c1c(-c2ccc(Cl)cc2Cl)csc1NC(=O)Cc1ccccc1,11.0,2.7%,-23.4%,-10.8%,u,15.8*,24.1%
CCOC(=O)c1sc2nc(-c3ccco3)c3c(c2c1N)CC(C)(C)OC3,-9.7,0.5%,-7.8%,u,u,1.0,-12.1%
CCCCC(CC)C(=O)N1CCN(C(=O)c2ccco2)CC1 (centres undefined),-4.0,-5.4%,6.8%,3.3%,12.6%,-0.7,u
COc1ccccc1CNn1c(-c2cccc(C)c2)nc2ccccc2c1=O,19.2,-2.0%,-0.2%,-1.6%,x,5.5,11.7µM*
Cc1ccc(-n2ncc3c(NNC(=O)c4ccco4)ncnc32)cc1Cl,84.2,2.1%,140.4%[activator],1.1%,25.0%,56.9*,u

# Screening results from PubChem.
